FEN1 inhibitor = inhibitors of human flap endonuclease 1; AID 588795; P39748; Potency, µM (highest dose often 114 µM), for the others: at the highest dose activity change, negative = inhibition, most hits filed as inhibitors; hit rate 0.35% among 390,000; Recombinant FEN1 flap cleavage, fluorescence, 15 min; further: nearly all actives have a fitted effect of over 65% in size
Target sequence (P39748 whole entry, looked up): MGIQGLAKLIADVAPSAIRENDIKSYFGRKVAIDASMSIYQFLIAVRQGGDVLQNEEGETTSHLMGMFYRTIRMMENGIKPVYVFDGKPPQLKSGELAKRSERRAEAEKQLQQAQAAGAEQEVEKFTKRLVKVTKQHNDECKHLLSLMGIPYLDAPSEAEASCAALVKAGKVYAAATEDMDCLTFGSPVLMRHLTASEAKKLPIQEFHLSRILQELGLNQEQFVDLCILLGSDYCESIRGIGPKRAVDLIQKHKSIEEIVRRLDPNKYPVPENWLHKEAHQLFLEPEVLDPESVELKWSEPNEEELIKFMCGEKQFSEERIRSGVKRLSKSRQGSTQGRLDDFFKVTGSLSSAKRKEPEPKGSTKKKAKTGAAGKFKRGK
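Concentration–response screening of FEN1 (10 nM): 15 min compound preincubation at room temperature, reaction started with 50 nM substrate and read at 0 and 15 min. Corrected, normalized data were fitted by a four-parameter Hill equation.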
TDP1 cell CPT = growth inhibition of DT40 Tdp1-/-;hTDP1 cells with camptothecin (screen for TDP1 inhibitors) | chicken DT40 Tdp1-/-;hTDP1 cells + 20 nM CPT, ATP luminescence, 48 h | Potency, µM (top dose mostly 46.2 µM), inactives show at the top dose activity change, negative = growth inhibition, usual class: inhibitors | hit rate 12% among 420,000 | AID 686979; further: nearly all actives have a fitted effect of over 55% in size
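Cell growth measured by CellTiter-Glo luminescence after a minimum 48 h, 37 C compound exposure with 20 nM CPT in Tdp1-knockout DT40 cells stably expressing hTDP1, seeded 400/well; qHTS titration format.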
KAT2A inh = inhibitors of human GCN5L2 histone acetyltransferase. Potency, µM (doses to about 58.9 µM), for inactives: top-dose activity change, negative = inhibition, usual class: inhibitors. GCN5L2 HAT assay, ThioGlo1 CoA-SH fluorescence. hit rate 0.21% among 390,000. Q92830
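Enzyme at 20nM final was mixed with library compounds for 15 min at room temperature. Peptide H3(1-25) at 75uM, acetyl-CoA at 70uM and ThioGlo1 at 50uM were then added. Plates were read immediately and after 20 min (Ex340nm/Em540nm).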
* hit, by the source's call; & = joins results of further samples; [ ] = dose if it differs, or a comment. The call rests on the fitted dose curve; in most records, active means well fitted curve in the direction sought with a large enough effect; inconclusive means small, poorly fitted or top-dose-only effect, or another doubt; inactive means no such curve, though single readings can be large; an effect the other way counts as inactive or inconclusive. On the % scale 0 is the no-effect control and ±100 the full control effect; potency means the concentration at half of the fitted maximal effect. This is a subset; the hit share may differ from the screen's.

COc1cc(C2C(C(C)=O)=C(O)C(=O)N2CCc2c[nH]c3ccccc23)ccc1O (stereo not given) was read as FEN1 inhibitor inconclusive, TDP1 cell CPT -8% and KAT2A inh 0%.
`O=C(NCCc1c[nH]c2ccccc12)c1cnccn1` gave FEN1 inhibitor 1%, TDP1 cell CPT -13% and KAT2A inh 0%.
For COC(=O)CSC1=C(C#N)C(c2ccc(F)cc2)CC(=O)N1 (stereo not given) the results were FEN1 inhibitor 12%, TDP1 cell CPT -9% and KAT2A inh -4%.
For CCOC(=O)c1c(/N=C/c2cccc(C)c2O)sc2c1CCN(C)C2 the results were FEN1 inhibitor 11%, TDP1 cell CPT -18% and KAT2A inh 30%[activator].
Screening CC1CCCCN1C(=O)Cn1cc(C=O)c2ccccc21 (stereo not given) returned FEN1 inhibitor 54%[activator], TDP1 cell CPT -19% and KAT2A inh 0%.
For O=C1c2oc3ccc(Br)cc3c(=O)c2C(c2cccc(F)c2)N1CCO (stereo not given) the results were FEN1 inhibitor -1%, TDP1 cell CPT inconclusive and KAT2A inh 3%.
COc1ccc(NS(=O)(=O)c2cccc(C(=O)NNC(=O)CNC(=O)c3cccc(C)c3)c2)cc1 was read as FEN1 inhibitor -7%, TDP1 cell CPT 10% and KAT2A inh -1%.
Screening COc1ccc(NC(=O)NNC(=O)C(C)Oc2ccc3ccccc3c2)cc1 (stereo not given) returned FEN1 inhibitor 1%, TDP1 cell CPT 13% and KAT2A inh -3%.
Screening CC(C)(C)c1cc(NC(=O)c2c(F)cccc2Cl)n(-c2ccccc2)n1 returned FEN1 inhibitor -9%, TDP1 cell CPT inconclusive and KAT2A inh -4%.
`O=S(=O)(c1ccc(Br)cc1)c1cnc2ccccc2n1` gave FEN1 inhibitor -1%, TDP1 cell CPT 26µM* and KAT2A inh 1%.
CCCCC(c1nnnn1CC1CCCO1)N1CCN(c2ccccc2)CC1 (stereo not given) was read as FEN1 inhibitor -9%, TDP1 cell CPT -1% and KAT2A inh -6%.
Cc1cc(C)cc(OCC(=O)Nc2ccc(CN3CCCCC3)cc2)c1 was read as FEN1 inhibitor 5%, TDP1 cell CPT 21% and KAT2A inh -6%.
`CCOCCCN(C(=O)Nc1ccc(CC)cc1)C1CCN(C(C)=O)CC1` gave FEN1 inhibitor 0%, TDP1 cell CPT -17% and KAT2A inh 1%.
Cc1ccc(-n2c(=O)c3c(C)c(C)sc3n(CC(=O)NCc3ccccc3)c2=O)cc1C was read as FEN1 inhibitor 19%, TDP1 cell CPT -25% and KAT2A inh 0%.
`CCc1n(CC(O)COCc2ccccc2)c2ccccc2[n+]1C` (stereo not given) gave FEN1 inhibitor 17%, TDP1 cell CPT inconclusive and KAT2A inh -21%.
`Cc1cc2c(cc1S(=O)(=O)Nc1ccc(F)cc1)n(C)c(=O)c(=O)n2C` gave FEN1 inhibitor -9%, TDP1 cell CPT 9% and KAT2A inh -38%.
`Cc1ccccc1NC(=O)CSc1nc2ccc(Nc3nc(N4CCOCC4)nc(N4CCOCC4)n3)cc2s1` gave FEN1 inhibitor -4%, TDP1 cell CPT inconclusive and KAT2A inh -1%.
`CC(C)Sc1nc(N)c2c3c(sc2n1)CN(C)CC3` gave FEN1 inhibitor 1%, TDP1 cell CPT -5% and KAT2A inh -1%.
Cc1nc2c(sc3nc4c(cc32)COC(C)(C)C4)c(=O)o1 was read as FEN1 inhibitor 6%, TDP1 cell CPT -18% and KAT2A inh -5%.
For CCCCOc1cccc(C(=O)N(Cc2ccccc2)C2CCS(=O)(=O)C2)c1 (stereo not given) the results were FEN1 inhibitor -1%, TDP1 cell CPT 13µM* and KAT2A inh -1%.
Oc1c(C(c2ccccc2Cl)N2CCC(O)CC2)sc2nc(-c3ccco3)nn12 (stereo not given) was read as FEN1 inhibitor -3%, TDP1 cell CPT 2% and KAT2A inh -13%.
c1ccc(N2CCN(Cc3nnc(-c4ccc5c(c4)OCO5)o3)CC2)cc1 was read as FEN1 inhibitor 6%, TDP1 cell CPT inconclusive and KAT2A inh 0%.
Screening CC1CCCN(c2ccc(F)cc2N)C1 (stereo not given) returned FEN1 inhibitor 4%, TDP1 cell CPT -19% and KAT2A inh -10%.
Screening CC(C)(C)c1ccccc1OCC(=O)Nc1ccccc1C(=O)NCc1cccnc1 returned FEN1 inhibitor -25%, TDP1 cell CPT inconclusive and KAT2A inh -14%.
`Cc1ccc(N2CC(NC(=O)C3CCCC3)CC2=O)cc1C` (stereo not given) gave FEN1 inhibitor -7%, TDP1 cell CPT -1% and KAT2A inh -5%.
For O=C(O)c1cccc(N2C(=O)c3ccc(C(=O)c4cccc([N+](=O)[O-])c4)cc3C2=O)c1 the results were FEN1 inhibitor -7%, TDP1 cell CPT 5% and KAT2A inh 5%.
Screening COc1ccc(/C(C)=N/NC(=O)Cc2ccc(Cl)cc2)cc1 returned FEN1 inhibitor 2%, TDP1 cell CPT 11% and KAT2A inh -12%.
`Cc1cc(N2CC(C)OC(C)C2)nc2ccccc12` (stereo not given) gave FEN1 inhibitor -4%, TDP1 cell CPT -4% and KAT2A inh -9%.
Screening CC(C)C[C@@H](CNCC(=O)[C@H](CC(C)C)NC(=O)c1[nH]cnc1C(=O)N[C@@H](C)CN)NC(=O)c1nc[nH]c1C(=O)N[C@@H](CC(C)C)C(=O)O returned FEN1 inhibitor 18% and TDP1 cell CPT inconclusive.
For O=C(COc1c(Br)cc(Br)c2cccnc12)Nc1ccccc1F the results were FEN1 inhibitor -4%, TDP1 cell CPT inconclusive and KAT2A inh -3%.
Screening CCOc1ccc(S(=O)(=O)Nc2cccc(C(=O)NCC(c3ccco3)N3CCCC3)c2)cc1 (stereo not given) returned FEN1 inhibitor -7%, TDP1 cell CPT -14% and KAT2A inh 1%.
`Cc1ccc(C)c(Nc2nn3c(=O)c4cc5c(cc4nc3s2)OCO5)c1` gave FEN1 inhibitor -10%, TDP1 cell CPT 16µM* and KAT2A inh -8%.
`CC(C)(C)C(CO)NC(=O)c1ccc[nH]1` (stereo not given) gave FEN1 inhibitor -8%, TDP1 cell CPT -27% and KAT2A inh 1%.
`Cc1ccc(CNC(=O)CCc2c(C)nn(-c3ccc(N4CCOCC4)nn3)c2C)cc1` gave FEN1 inhibitor -1%&20%, TDP1 cell CPT -18%&-15% and KAT2A inh -2%&11%.
For Brc1ccccc1-c1nc2c3ccccc3ncn2n1 the results were FEN1 inhibitor -1%, TDP1 cell CPT inconclusive and KAT2A inh -4%.
For Cc1ccc(C)c(NC(=O)N2CCCCCC2)c1 the results were FEN1 inhibitor -11%, TDP1 cell CPT 11% and KAT2A inh 2%.
For CN(CC(=O)Nc1ccc(F)cc1)CC(=O)N(C)C1(C#N)CCCCC1 the results were FEN1 inhibitor 16%, TDP1 cell CPT -1% and KAT2A inh -4%.
N#Cc1ccccc1S(=O)(=O)N1CCC(C(=O)Nc2cccc(C(=O)NC3CC3)c2)CC1 was read as FEN1 inhibitor -4%, TDP1 cell CPT -2% and KAT2A inh 0%.
`Cc1ccc(OCc2cc(C(=O)N(C)Cc3cc(C4CC4)n[nH]3)no2)cc1C` gave FEN1 inhibitor 4%, TDP1 cell CPT inconclusive and KAT2A inh -10%.
`Cc1nnc2n(-c3ccccc3)c(=O)c3c4c(sc3n12)COC(C)(C)C4` gave FEN1 inhibitor 0%, TDP1 cell CPT -24% and KAT2A inh -2%.
`Cc1ccn2c(Nc3ccccc3C)c(-c3ccc(N4CCOCC4)cc3)nc2c1` gave FEN1 inhibitor -5%, TDP1 cell CPT 18µM* and KAT2A inh inconclusive.
`O=C(CSc1nc2c(c(=O)n1-c1ccc(Br)cc1)SCC2)NCc1ccco1` gave FEN1 inhibitor -3%, TDP1 cell CPT 3% and KAT2A inh -7%.
For CC1=N/C(=C\c2ccc([N+](=O)[O-])cc2)C(=O)N1c1ccc(Br)c(C)c1 the results were FEN1 inhibitor -2%, TDP1 cell CPT 12µM* and KAT2A inh 0%.
For CCCCN1C(=O)C(=O)c2cc(Cl)ccc21 the results were FEN1 inhibitor -23%, TDP1 cell CPT 1µM* and KAT2A inh -10%.
Screening CCc1cccc(NC(c2ccccc2)c2nnc(-c3ccccc3F)o2)c1 (stereo not given) returned FEN1 inhibitor -5%, TDP1 cell CPT inconclusive and KAT2A inh -10%.

Next section (three carried over from the part before).
For CC1=N/C(=C\c2ccc([N+](=O)[O-])cc2)C(=O)N1c1ccc(Br)c(C)c1 the results were FEN1 inhibitor -2%, TDP1 cell CPT 12µM* and KAT2A inh 0%.
For CCCCN1C(=O)C(=O)c2cc(Cl)ccc21 the results were FEN1 inhibitor -23%, TDP1 cell CPT 1µM* and KAT2A inh -10%.
Screening CCc1cccc(NC(c2ccccc2)c2nnc(-c3ccccc3F)o2)c1 (stereo not given) returned FEN1 inhibitor -5%, TDP1 cell CPT inconclusive and KAT2A inh -10%.
`COCCn1c(C)cc(C(=O)COC(=O)c2c(C)nn(Cc3ccccc3)c2C)c1C` gave FEN1 inhibitor -3%, TDP1 cell CPT -23% and KAT2A inh -8%.
For COc1ccc(N(C)S(=O)(=O)c2cccc(C(=O)Nc3nc4ccccc4[nH]3)c2)cc1 the results were FEN1 inhibitor -1%, TDP1 cell CPT 23µM* and KAT2A inh -8%.
Screening CCCCN(C)C(=O)c1nc2ccccn2c1CN(C)Cc1csc(C)n1 returned FEN1 inhibitor 11%, TDP1 cell CPT 4% and KAT2A inh 0%.
For COc1ccc(-c2nc3sc(CCNC(=O)C(=O)Nc4ccccc4C#N)c(C)n3n2)cc1 the results were FEN1 inhibitor -11%, TDP1 cell CPT -9% and KAT2A inh -2%.
S=C(Nc1ccc(Nc2ccccc2)cc1)Nc1ccccn1 was read as FEN1 inhibitor 2%, TDP1 cell CPT 6.5µM* and KAT2A inh 1%.
Screening COc1ccc(CC(=O)N2CCc3cc(OC)c(OC)cc3C2)cc1 returned FEN1 inhibitor 12%, TDP1 cell CPT -10% and KAT2A inh 17%.
COc1cc(C(=O)NCC(c2cccs2)N(C)C)cc(Cl)c1OC(C)C (stereo not given) was read as FEN1 inhibitor -6%, TDP1 cell CPT inconclusive and KAT2A inh 2%.
For O=c1[nH]c2c(c3c1CCCC3)CCCC2 the results were FEN1 inhibitor -5%, TDP1 cell CPT 21µM* and KAT2A inh -3%.
For O=c1c(-c2cccc(Cl)c2)nc2cncnc2n1-c1ccccc1 the results were TDP1 cell CPT 8% and KAT2A inh -14%.
Screening O=C(CCCCCn1c(=O)[nH]c2ccccc2c1=O)NCCc1c[nH]c2ccccc12 returned FEN1 inhibitor -17%, TDP1 cell CPT -25% and KAT2A inh 1%.
Screening CCc1nnc(N2C(=O)c3cccc4cccc(c34)C2=O)s1 returned FEN1 inhibitor 5%, TDP1 cell CPT -4% and KAT2A inh -13%.
Screening Cc1oc(-c2ccccc2)nc1CS(=O)CC(=O)O (stereo not given) returned FEN1 inhibitor -6%, TDP1 cell CPT 2% and KAT2A inh -9%.
`Cc1oc2ccc(O)c(CN3CCN(C)CC3)c2c1C(=O)Nc1cccc(C(F)(F)F)c1` gave FEN1 inhibitor 4%, TDP1 cell CPT 15µM* and KAT2A inh 0%.
Screening Cc1[nH][nH]c(=O)c1C(c1ccc(O)c([N+](=O)[O-])c1)c1c(C)[nH][nH]c1=O returned FEN1 inhibitor -18%, TDP1 cell CPT -27% and KAT2A inh 12%.
For CCc1cccc(NC(=O)NC2CCCCC2)c1 the results were FEN1 inhibitor -14%, TDP1 cell CPT 0% and KAT2A inh 0%.

Sorted by molar mass (falling): part of the list above.
For COc1ccc(-c2nc3sc(CCNC(=O)C(=O)Nc4ccccc4C#N)c(C)n3n2)cc1 the results were FEN1 inhibitor -11%, TDP1 cell CPT -9% and KAT2A inh -2%.
COc1cc(C(=O)NCC(c2cccs2)N(C)C)cc(Cl)c1OC(C)C (stereo not given) was read as FEN1 inhibitor -6%, TDP1 cell CPT inconclusive and KAT2A inh 2%.
Screening Cc1[nH][nH]c(=O)c1C(c1ccc(O)c([N+](=O)[O-])c1)c1c(C)[nH][nH]c1=O returned FEN1 inhibitor -18%, TDP1 cell CPT -27% and KAT2A inh 12%.
Screening CCc1nnc(N2C(=O)c3cccc4cccc(c34)C2=O)s1 returned FEN1 inhibitor 5%, TDP1 cell CPT -4% and KAT2A inh -13%.
Screening Cc1oc(-c2ccccc2)nc1CS(=O)CC(=O)O (stereo not given) returned FEN1 inhibitor -6%, TDP1 cell CPT 2% and KAT2A inh -9%.
For CCc1cccc(NC(=O)NC2CCCCC2)c1 the results were FEN1 inhibitor -14%, TDP1 cell CPT 0% and KAT2A inh 0%.
For O=c1[nH]c2c(c3c1CCCC3)CCCC2 the results were FEN1 inhibitor -5%, TDP1 cell CPT 21µM* and KAT2A inh -3%.
